PNC inhibitor – High Content Assay for Compounds that inhibit the Assembly of the Perinucleolar Compartment; AID 2417, 2010; activity change (PNC), negative = inhibition, % at 10 µM; actives 3.1% (n = 140,000); PC3M PTB-GFP, PNC prevalence imaging, 16 h; stronger effect = lower value;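 active = readout at or below -70, meaning at least 70% loss of cells showing the perinucleolar compartment, a nuclear body marking cancer cells; inconclusive = readout between -30 and a set limit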;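 also: plate controls were DMSO wells for no effect and camptothecin positive control wells for full effect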
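Read-out is percentage of cells bearing a perinucleolar compartment, from automated 20x imaging of fixed, Hoechst-stained PC3M PTB-GFP cells. Cells were seeded 4 h, then exposed 16 h to compound (23 nl of library stock) in duplicate plates.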
ALOX15B inhib – qHTS Assay for Inhibitors of 15-hLO-2 (15-human lipoxygenase 2); Polyunsaturated fatty acid lipoxygenase ALOX15B (Homo sapiens), O15296; purified 15hLO-2, xylenol orange hydroperoxide absorbance; Potency, µM (highest dose often 57.1 µM), inactives show at the highest dose activity change, negative = inhibition, usual class: inhibitors; actives 0.56% (n = 110,000); also: potency is read from the fitted curve at half-maximal effect; nearly all actives have a fitted effect of over 60% in size; many of its hits are not listed in these tables
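Enzyme 50 nM, AA 45 uM, 25 mM Hepes pH 7.5 + 0.01% Triton X-100; cpd preinc 15 min RT, rxn 90 min RT; stop/detect with 200 uM XO + 300 uM Fe(II) in 50 mM H2SO4, 30 min; A573/A405.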
ALOX12 inhib – qHTS Assay for Inhibitors of 12-hLO (12-human lipoxygenase). purified 12-hLO, xylenol orange hydroperoxide absorbance. Potency, µM (top dose mostly 57.1 µM), for the others: top-dose activity change, negative = inhibition, most hits filed as inhibitors. actives 0.12% (n = 150,000); also: potency is read from the fitted curve at half-maximal effect; nearly all actives have a fitted effect of over 55% in size; many of its hits are not listed in these tables
Target sequence (P18054 whole entry, looked up): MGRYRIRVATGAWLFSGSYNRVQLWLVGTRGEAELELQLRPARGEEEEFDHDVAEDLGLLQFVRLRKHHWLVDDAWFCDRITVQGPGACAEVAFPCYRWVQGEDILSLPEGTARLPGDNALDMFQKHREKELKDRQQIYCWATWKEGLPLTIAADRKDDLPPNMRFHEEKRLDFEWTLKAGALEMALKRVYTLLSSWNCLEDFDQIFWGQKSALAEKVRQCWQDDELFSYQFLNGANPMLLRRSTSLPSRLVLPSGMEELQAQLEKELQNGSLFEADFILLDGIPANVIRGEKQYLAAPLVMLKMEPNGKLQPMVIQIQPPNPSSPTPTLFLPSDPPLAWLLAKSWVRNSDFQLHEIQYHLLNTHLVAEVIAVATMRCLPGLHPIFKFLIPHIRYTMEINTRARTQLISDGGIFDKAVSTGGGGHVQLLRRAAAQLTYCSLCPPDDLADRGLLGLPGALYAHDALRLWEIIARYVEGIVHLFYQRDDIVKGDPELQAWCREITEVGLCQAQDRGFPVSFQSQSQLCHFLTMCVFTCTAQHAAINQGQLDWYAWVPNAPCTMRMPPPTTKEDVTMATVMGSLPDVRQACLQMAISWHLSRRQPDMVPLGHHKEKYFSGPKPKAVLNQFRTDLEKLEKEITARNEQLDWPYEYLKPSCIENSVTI
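Hydroperoxide output read as Fe(III)-xylenol orange absorbance, 573-to-405 nm ratio, after 30 min reaction with 40 uM arachidonic acid. Enzyme: 150 nM purified human 12hLO, 15 min compound preincubation; 25 mM Hepes pH 7.0, room temperature.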
IMPase inh – qHTS Assay for Identifying the Cell-Membrane Permeable IMPase Inhibitors | Inositol monophosphatase 1 (Rattus norvegicus), P97697 | CHO-M1 cells, IP1 accumulation, HTRF TR-FRET ratio | inhibition (IP1 accumulation), % at 46.1 µM | 120,000 tested, under 10 active | AID 901, 2007; active = well fitted curve in the direction sought with a large enough effect in the signal ratio, not every such curve was filed as active; inconclusive = small, poorly fitted or top-dose-only effect, or a change in a side signal; inactive = no such curve, though single readings can be large or run the other way; the % refers to the signal ratio;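 also: cells stimulated with carbachol in lithium chloride buffer; plate controls were DMSO basal wells for no effect and reference inhibitor wells for full effect; higher means more IMPase inhibition seen as more IP1 and lower FRET ratio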
Target sequence (P97697 whole entry, looked up): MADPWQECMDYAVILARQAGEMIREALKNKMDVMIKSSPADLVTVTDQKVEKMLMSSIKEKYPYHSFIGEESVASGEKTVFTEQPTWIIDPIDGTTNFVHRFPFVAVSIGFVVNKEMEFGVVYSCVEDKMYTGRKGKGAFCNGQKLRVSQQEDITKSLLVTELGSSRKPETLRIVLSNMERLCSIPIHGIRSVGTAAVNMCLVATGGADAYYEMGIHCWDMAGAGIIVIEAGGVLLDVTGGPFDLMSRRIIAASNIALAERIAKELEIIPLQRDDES
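CHO-M1 cells (CHO stably expressing M1 receptor), compound up to 46 uM final, stimulated with carbachol (50 uM as added) in buffer with 50mM LiCl, pH 7.4, 30 min at 37C. Cytosolic IP1 read by TR-FRET; AC50 from Hill fits.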
* hit, by the source's call; u = inconclusive; x = no result given; & = joins results of further samples; [ ] = dose if it differs, or a comment. Unless noted, calls follow the shape of the dose curve; as a rule, active = well fitted curve in the direction sought with a large enough effect; inconclusive = small, poorly fitted or top-dose-only effect, or another doubt; inactive = no such curve, though single readings can be large; an effect the other way counts as inactive or inconclusive. Unless noted, % is scaled to controls: 0 for no effect and ±100 for the full control effect.

SMILES	PNC inhibitor	ALOX15B inhib	ALOX12 inhib	IMPase inh
Cc1cccc(NC(=O)C2CC(=O)NC(Nc3nc4ccccc4s3)=N2)c1 (stereo unspecified)	u	x	0%	x
COc1ccc(C(=O)N2CCC3(CC2)CN(c2ccccn2)C3)cc1	x	-4%	-2%	x
COC(=O)c1ccc(NC(=O)CN(c2ccc(C)cc2)S(=O)(=O)c2c(C)n[nH]c2C)cc1	u	-3%	-21%	-6
Cn1c(=O)[nH]c(=O)c2c1nc(N1CCCC1)n2CC(O)COc1ccccc1 (stereo unspecified)	u	1%	3%	4
O=C(O)c1ccccc1SCc1cn2ccccc2n1	u	x	2%	x
O=[N+]([O-])c1ccc(S(=O)(=O)Cc2ccccc2)c2nonc12	x	u	u	x
C=CCOC(=O)C(C#N)c1nc2ccccc2nc1N1CCC(C(=O)OCC)CC1 (stereo unspecified)	u	-10%	-6%	17
COc1ccc(NC(=O)N2CCn3c2nc2ccccc23)cc1	-21	9%	-7%	9
Cc1nc2c3ccccc3nc(NNC(=O)CCC(=O)NC(C)C)n2n1	65	x	0%	x
COc1ccccc1NC1=C(N2CCCCC2)C(=O)c2ccccc2C1=O	-85*	x	-3%	9
COc1cc2nc(N(C)CCCNC(=O)C3CCCO3)nc(N)c2cc1OC (stereo unspecified)	x	3%	0%	x
COc1ccc2nc3oc(C(=O)N4CCN(c5ccccc5F)CC4)cc3cc2c1	u	-9%	0%	11
Cc1ccc(C(=O)Nc2cc(Cl)ccc2OC(=O)c2ccc(C)cc2)cc1	77	-13%	1%	4
CC1Cc2cc(-c3csc(NC(=O)Cc4ccccc4)n3)ccc2N1S(C)(=O)=O (stereo unspecified)	u	14%	-10%	-1
CCNC(=O)CC1SC(=Nc2ccc(Cl)cc2)N(CC)C1=O (stereo unspecified)	27	x	-2%	x
Cc1nnc(NC(=O)c2ccc3c(c2)C(=O)N(CCC(C)C)C3=O)s1	-17	-14%	1%	-3
Cc1cc(C)cc(NC(=S)NCc2cccnc2)c1	10	x	-1%	x
CCOC(=O)c1ccc(NC(=O)Cn2cccc2)cc1	-27	-29%	1%	2
Cc1ccc(C(=O)NNC(=O)CSc2nnc(-c3ccncc3)n2-c2ccc(C)cc2)cc1	15	-4%	1%	4
CN=C(NC)SC1CC(=O)N(c2ccccc2)C1=O (stereo unspecified)	-18	-2%	4%	-1
Cc1cccc(NC(=O)C2C3CCC4C(CCC32)C4(Cl)Cl)c1 (stereo unspecified)	20	x	0%	x
Cc1c(C(=O)O)c(=S)sn1CCOc1ccccc1	10	-12%	-5%	9
Cc1ccc(Nc2nc(COC(=O)COc3ccc(C=O)cc3)cs2)cc1	15	x	-1%	x
CCC(C)N(NC(C)=O)c1nc(Cl)nc(NC(C)C)n1 (stereo unspecified)	20	8%	-2%	1
Nc1ccc(-c2cc(-c3cccc(N)c3)nc(-c3ccccc3)n2)cc1	8	x	-5%	x

Complete entries, looked up by structure:
CCOC(=O)c1ccc(NC(=O)Cn2cccc2)cc1 as listed: PNC inhibitor = -27; ALOX15B inhib = -29%; ALOX12 inhib = 1%; IMPase inh = 2
CN=C(NC)SC1CC(=O)N(c2ccccc2)C1=O (stereo unspecified) as listed: PNC inhibitor = -18; ALOX15B inhib = -2%; ALOX12 inhib = 4%; IMPase inh = -1

(next part)
SMILES	PNC inhibitor	ALOX15B inhib	ALOX12 inhib	IMPase inh
Cc1nc2ncc(Br)cc2[nH]1	42	x	1%	x
Cc1ccc(C2CC(=O)Nc3cc4c(cc32)OCCO4)s1 (stereo unspecified)	10	-7%	1%	11
COc1ccc(NC(=O)c2ccc(Br)o2)c([N+](=O)[O-])c1	103	-16%	0%	1
O=C(NCc1ccco1)C(c1ccccc1F)N(Cc1cccnc1)C(=O)Cn1nnc2ccccc21 (stereo unspecified)	34	2%	-2%	5
Cc1ccc2c3c1C1(C(=O)N3C(C)(C)CC2C)C(C#N)=C(N)Oc2cc(O)ccc21 (stereo unspecified)	42	-25%	-6%	15
O=C(CSc1n[nH]c(-c2ccccc2O)n1)N1CCCc2ccccc21	-25	-2%	u	6
COc1ccc(/C=N/NC(=O)CNc2n[nH]c(=O)[nH]c2=O)cc1OC	35	x	0%	10
Cc1ccc(Cn2c(N)c(S(=O)(=O)c3cccs3)c3nc4ccccc4nc32)cc1	-15	4%	-13%	u
O=C(Nc1cccc(C(=O)Nc2ccc(S(=O)(=O)O)c3cc(S(=O)(=O)O)cc(S(=O)(=O)O)c23)c1)Nc1cccc(C(=O)Nc2ccc(S(=O)(=O)O)c3cc(S(=O)(=O)O)cc(S(=O)(=O)O)c23)c1	x	41%&36%[activator]	4%&4%	4&-1
CCOC(=O)C(NCc1ccccn1)(NC(=O)c1cccnc1)C(F)(F)F (stereo unspecified)	-86*	40%[activator]	10%	13
CC1(C)Cc2c(sc3nc4n(c(=N)c23)CCCCC4)CO1	u	5%	5%	1
CC(=C/c1ccccc1)/C=N/NC(=O)CSc1nc(C)cc(C)n1	-29	x	2%	x
O=C(N/N=C\c1ccccn1)C1COc2cc3ccccc3cc2O1 (stereo unspecified)	u	45%[activator]	-29%	1
OCCOCCn1c2ccccc2c2ccccc21	-139*	-11%	5%	-6
Cc1[nH]c(=O)[nH]c(=O)c1S(=O)(=O)Nc1ccc(Oc2ccccc2)cc1	u	-7%	-2%	-7
CCCOC(=O)c1sc2nc3c(cc2c1N)C(=O)CCC3	14	1%	-1%	-2
Brc1ccc(-c2nnc3ccc(N4CCN(c5ccccc5)CC4)nn23)cc1	22	-9%	-3%	4
CCCCCCCCNC(=O)/C(C#N)=C/c1ccc2c(c1)OCCO2	u	x	5%	x
CC(=O)c1ccc(NC(=O)Nc2ccc(NS(=O)(=O)c3ccc(C)cc3)cc2)cc1	2	-14%	u	8
CSc1ccc(/C=N/NC(=O)c2cc(O)cc(O)c2)cc1	28	x	-2%	-10
Cc1nc2cc(C(F)(F)F)ccc2n1C1CCN(CC(=O)N2CCOCC2)CC1	u	6%	1%	0
CCN(/N=C/c1ccc(N(C)C)cc1)c1nc2ccccc2[nH]1	24	x	-4%	0
O=C(O)C1CCCCN1S(=O)(=O)c1cccc2nsnc12 (stereo unspecified)	-13	x	-1%	-7
O=S(=O)(c1cccc(S(=O)(=O)N2CCC(N3CCCCC3)CC2)c1)N1CCOCC1	13	5%	1%	16
CCCc1[nH]nc2c1C(c1ccc(OC)c(Cn3nnc4ccccc43)c1)C(C#N)=C(N)O2 (stereo unspecified)	-3	-11%	-21%	9

(further entries)
SMILES	PNC inhibitor	ALOX15B inhib	ALOX12 inhib	IMPase inh
COCc1cc(=O)n2[nH]c(-c3ccccc3)cc2n1	u	1%	11%	4
O=C(NCc1cccs1)C1CCCN1C(=O)NC1CCCCC1 (stereo unspecified)	-19	1%	-1%	-3
O=C(Nc1ccccc1NC(=O)c1ccco1)c1ccco1	-6	4%	5%	13
CCOc1cc2[nH]c(=S)n(CCCN(CC)CC)c(=O)c2cc1OCC	84	x	5%	2
CCOC(=O)c1ccc(N=CC2=C(O)CC(C)(C)CC2=O)cc1	19	-4%	-7%	7
COc1ccc(C(=O)NC2(C(F)(F)F)C(=O)N(Cc3ccco3)C3=C2C(=O)CC(C)(C)C3)cc1OC (stereo unspecified)	59	0%	-2%	-2
Cc1cc(C)n(CC(=O)N/N=C/c2ccc(C)o2)n1	44	5%	6%	8
Cc1ccc(-n2c(Cc3cccn3C)nnc2SCC(=O)NCc2ccco2)cc1	u	-9%	4%	0
Cc1ccc(-n2c(C)cn(C(=O)c3ccccc3)c2=S)cc1	u	x	-1%	u
Nc1ncnc2nc(SCc3ccc(Cl)cc3Cl)[nH]c12	-19	19%	-6%	-2
O=C(Cn1nc(C(F)(F)F)c2c1CCCC2)NCc1ccco1	1	-3%	-1%	-4
O=C(Nc1ccc(-c2nc3ccccc3s2)cc1)c1cc(-n2cnnc2)ccc1Cl	16	-1%	4%	13
Cc1nn(-c2ccccc2)c2c1/C(=N/O)CC(C)(C)C2	2	1%	-4%	8
O=C(NCc1ccccn1)c1cc(-c2ccccc2)nc2ccccc12	43	x	0%	x
Cc1cccc(NC(=O)c2sc3nc(N)c(C#N)cc3c2N)c1	u	x	-1%	-12
Cc1ccc(CCNC(=O)CC2Oc3ccc(C)cc3NC2=O)cc1 (stereo unspecified)	2	x	1%	-2
COC(=O)C1(C(=O)OC)Sc2ccccc2C1=O	34	-7%	-1%	0
COc1ccc(-n2c(=S)[nH]c3cc(C(=O)NCCCN4CCCC4=O)ccc3c2=O)cc1	-3	-3%	-1%	-4
COc1ccc(C(=O)N2CCN(c3ccc(C)cc3)CC2)cc1OC	4	-3%	3%	0
COc1ccc(Br)cc1CN(C)CC(=O)Nc1c(Cl)ccc(C)c1Cl	11	x	3%	-1
CC(C)CC(NS(=O)(=O)c1ccc2c(c1)oc(=O)n2C)C(=O)N1CC=C(c2ccccc2)CC1 (stereo unspecified)	31	-3%	-7%	4
Cn1cccc1C(=O)N1CCC2(CCCN(c3ccccc3)C2)CC1	x	1%	-13%	x
CCOC(=O)c1sc(C)c2c1NC(C)(c1cccc3ccccc13)NC2=O (stereo unspecified)	-18	3%	-6%	3
CCOc1ccc(Cl)cc1S(=O)(=O)NCc1cccnc1	-20	-3%	5%	5
COc1ccc(NC2=NC3(CCCCC3)N=C(N)N2)cc1	51	20%	4%	1

(cont.)
SMILES	PNC inhibitor	ALOX15B inhib	ALOX12 inhib	IMPase inh
Cn1c(=N)n(CC(=O)c2cccs2)c2ccccc21	-2	6%	2%	13
CC1(C)C(c2ccco2)=[N+]([O-])C2(CCCCC2=O)N1O (stereo unspecified)	255	x	5%	-9
CNC(=S)N/N=C(\C)c1ccc(N2CCOCC2)cc1	-112*	x	-3%	0
COc1ccc(OCCOC(=O)Nc2ccccc2)cc1	1	-1%	-4%	9
Cc1cccc(NC(=O)c2oc3c(c2C)C(=O)CC(C)(C)C3)n1	20	2%	0%	-5
Cc1cc(C)c[n+](-c2nc3ccccc3nc2C(=C=[N-])C#N)c1	43	-14%	-4%	5
COCCN=c1scc(-c2cc(OC)ccc2OC)n1/N=C/c1c[nH]c2ccccc12	32	x	-4%	x
CC(=O)c1cccc(Nc2cc(C)nc3c(C)cc(C)cc23)c1	-24	x	1%	x
CCN(C(=O)C1CCN(S(=O)(=O)c2cccc3nonc23)CC1)c1ccccc1	u	-1%	1%	2
CSc1nc(N2CCOCC2)c2c3c(sc2n1)CCCC3	30	-2%	-4%	1
Cc1ccc(N(Cc2cc3ccccc3[nH]c2=O)S(=O)(=O)c2ccccc2)cc1	-4	x	-3%	u
CN(C(=O)CN(CCO)CC(=O)N(C)C(C)(C)Cc1ccccc1)C(C)(C)Cc1ccccc1	x	6%	-2%	2[20.6 µM]
COc1ccc(CC(=O)O/N=C(\N)Cc2cccc3ccccc23)cc1OC	23	x	-1%	x

4 entries from above, with two lines to a compound.
Every second line gives: PNC inhibitor | ALOX15B inhib | ALOX12 inhib | IMPase inh
O=C(NCc1ccccn1)c1cc(-c2ccccc2)nc2ccccc12
    43 | x | 0% | x
Cc1cccc(NC(=O)c2sc3nc(N)c(C#N)cc3c2N)c1
    u | x | -1% | -12
Cc1ccc(CCNC(=O)CC2Oc3ccc(C)cc3NC2=O)cc1 (stereo unspecified)
    2 | x | 1% | -2
COC(=O)C1(C(=O)OC)Sc2ccccc2C1=O
    34 | -7% | -1% | 0

Individual results from the entries so far.
`O=C(Cn1nc(C(F)(F)F)c2c1CCCC2)NCc1ccco1` | IMPase inh: -4
`CC(C)CC(NS(=O)(=O)c1ccc2c(c1)oc(=O)n2C)C(=O)N1CC=C(c2ccccc2)CC1` (stereo unspecified) | IMPase inh: 4
`O=C(O)C1CCCCN1S(=O)(=O)c1cccc2nsnc12` (stereo unspecified) | IMPase inh: -7

Source: PubChem BioAssay (National Center for Advancing Translational Sciences (NCATS))

A portion of the library; count on the stated rates, not on these rows.
